APE1 inh: APE1 (human) endonuclease inhibition; P27695; recombinant APE1, TAMRA/BHQ-2 abasic DNA cleavage fluorescence; Potency, µM (doses to about 65.8 µM), without a hit: at the top dose activity change, negative = inhibition, actives largely listed as inhibitors; hit rate 0.35% among 350,000;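 also: plate controls were vehicle for no effect and reference inhibitor for full effect; nearly all actives have a fitted effect of over 55% in size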
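Readout is kinetic fluorescence (ex 525, em 598 nm) from cleavage of 50 nM TAMRA/BHQ-2 THF abasic duplex by 0.75 nM APE1, compound added 15 min beforehand at RT.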
BLM helicase inh: blocks DNA unwinding by human BLM helicase | Potency, µM (doses to about 56.1 µM), for inactives: top-dose activity change, negative = inhibition, most hits filed as inhibitors | recombinant BLM DNA unwinding, fluorescence dequenching | P54132 | hit rate 0.2% among 350,000;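 also: plate controls were vehicle for no effect and no enzyme for full effect; nearly all actives have a fitted effect of over 35% in size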
POLK inh: DNA polymerase kappa (human) inhibition | Q9UBT6 | purified Pol kappa, fluorescent DNA synthesis assay, 10 min | Potency, µM (top dose mostly 107 µM), inactives show top-dose activity, negative = inhibition, most hits filed as inhibitors | hit rate 0.53% among 400,000 | AID 588579; also: % is scaled to controls: 0 for no effect and ±100 for the full control effect
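50 nM final substrate added after 15 min RT preincubation of 10 nM Pol kappa with compound; fluorescence read at 0 and 10 min.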
BAZ2B block: inhibitors of human BAZ2B bromodomain; Q9UIF8; AlphaScreen BAZ2B-H3K14Ac peptide displacement; Potency, µM (titrated, usually from 114 µM), inactives show at the top dose activity change, negative = inhibition, hits mostly inhibitors; hit rate 4.4% among 360,000; AID 504333; also: % is scaled to controls: 0 for no effect and ±100 for the full control effect; nearly all actives have a fitted effect of over 60% in size
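Inhibition is scored as reduced AlphaScreen emission. The BAZ2B/b-H3(5-23)K14Ac complex (50 nM each) in PBS pH 7.4, 0.01% Tween-20 meets compound (up to 110 uM) for 30 min at RT before bead addition.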
JMJD2A Tudor inh: inhibitors of human JMJD2A Tudor domain; O75164; AlphaScreen JMJD2A-Tudor / H3K4me3 peptide binding; Potency, µM (titrated, usually from 114 µM), for inactives: top-dose activity change, negative = inhibition, hits mostly inhibitors; hit rate 4.4% among 390,000; also: % is scaled to controls: 0 for no effect and ±100 for the full control effect; nearly all actives have a fitted effect of over 50% in size
Target sequence (O75164 whole entry, looked up, the tested form may be a part): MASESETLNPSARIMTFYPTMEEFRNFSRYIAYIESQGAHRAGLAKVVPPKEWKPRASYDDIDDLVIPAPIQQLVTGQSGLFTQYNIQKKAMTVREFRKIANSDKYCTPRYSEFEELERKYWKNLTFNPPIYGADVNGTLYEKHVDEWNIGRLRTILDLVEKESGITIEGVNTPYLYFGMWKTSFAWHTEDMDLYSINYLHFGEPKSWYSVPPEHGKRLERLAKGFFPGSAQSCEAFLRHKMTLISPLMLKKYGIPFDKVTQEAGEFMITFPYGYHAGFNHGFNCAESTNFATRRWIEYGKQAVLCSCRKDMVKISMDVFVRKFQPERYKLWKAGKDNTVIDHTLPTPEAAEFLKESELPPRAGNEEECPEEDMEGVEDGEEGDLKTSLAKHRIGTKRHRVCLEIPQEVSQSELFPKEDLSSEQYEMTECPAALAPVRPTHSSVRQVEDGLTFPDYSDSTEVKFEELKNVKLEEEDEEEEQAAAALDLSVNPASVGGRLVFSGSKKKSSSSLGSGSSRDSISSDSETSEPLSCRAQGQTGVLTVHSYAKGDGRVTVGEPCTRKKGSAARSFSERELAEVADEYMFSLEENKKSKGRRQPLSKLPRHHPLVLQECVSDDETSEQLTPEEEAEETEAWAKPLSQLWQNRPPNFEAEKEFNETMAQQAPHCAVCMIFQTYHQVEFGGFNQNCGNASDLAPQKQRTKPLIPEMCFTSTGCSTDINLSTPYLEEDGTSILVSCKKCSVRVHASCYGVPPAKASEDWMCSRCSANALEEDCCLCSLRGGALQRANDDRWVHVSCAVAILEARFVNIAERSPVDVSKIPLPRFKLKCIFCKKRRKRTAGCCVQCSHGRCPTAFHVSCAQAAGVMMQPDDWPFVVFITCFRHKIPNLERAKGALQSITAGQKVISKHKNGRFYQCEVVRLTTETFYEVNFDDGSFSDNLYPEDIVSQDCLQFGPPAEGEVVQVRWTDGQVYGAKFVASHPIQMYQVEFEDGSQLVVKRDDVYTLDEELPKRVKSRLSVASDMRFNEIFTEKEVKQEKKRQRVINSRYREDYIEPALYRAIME
POLB inh: inhibitors of human DNA polymerase beta | P06746 | Pol beta primer extension/strand displacement, fluorescence kinetic | Potency, µM (titrated, usually from 114 µM), for inactives: at the highest dose activity change, negative = inhibition, most hits filed as inhibitors | hit rate 1.3% among 340,000 | AID 485314; also: % is scaled to controls: 0 for no effect and ±100 for the full control effect
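Curves were derived by four-parameter Hill fits of normalized qHTS data. The kinetic fluorescent primer-extension read was taken at 0 and 10 min after 50 nM substrate, following a 15 min room-temperature preincubation of 10 nM enzyme with compounds.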
G9a block: blocks human histone lysine methyltransferase G9a. Q96KQ7. Potency, µM (highest dose often 102 µM), without a hit: at the top dose activity, negative = inhibition, usual class: inhibitors. G9a H3K9 monomethylation, AlphaScreen, 2 h. hit rate 8.8% among 350,000; also: % is scaled to controls: 0 for no effect and ±100 for the full control effect; nearly all actives have a fitted effect of over 75% in size
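G9a (20 nM) preincubated 15 min RT with compounds, then 500 nM biotinylated H3K9 peptide and 20 uM SAM added; 2 h RT reaction. Monomethyl-H3K9 product detected by AlphaScreen with anti-H3K9me1 antibody, streptavidin donor and anti-rabbit IgG acceptor beads.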
POLI inh: DNA polymerase iota (human) inhibition; hit rate 1% among 390,000; Q9UNA4; Pol iota fluorescent replication assay, 10 min; Potency, µM (doses to about 115 µM), inactives show at the highest dose activity, negative = inhibition, usual class: inhibitors
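Fluorescent replication assay read twice, at 0 min and 10 min after adding 50 nM (final) substrate. Enzyme (10 nM) and compounds were first incubated 15 min at room temperature; enzyme-free buffer wells were negative controls.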
Pol eta inh: blocks human DNA polymerase eta activity; Q9Y253; recombinant Pol eta, fluorescent DNA replication assay; Potency, µM (series often up to 114 µM), without a hit: at the top dose activity change, negative = inhibition, hits mostly inhibitors; hit rate 1.2% among 390,000; AID 588591; also: % is scaled to controls: 0 for no effect and ±100 for the full control effect
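Pol eta (10 nM) was preincubated with compounds for 15 min at room temperature, after which fluorescent replication substrate (50 nM final) was added to start the reaction. Fluorescence was read kinetically at 0 and 10 min.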
Numbers without * were called inactive; ? = inconclusive; / = no result given; & = joins results of further samples; [ ] = dose if it differs, or a comment. Calls follow the shape of the dose curve; as a rule, active = well fitted curve in the direction sought with a large enough effect; inconclusive = small, poorly fitted or top-dose-only effect, or another doubt; inactive = no such curve, though single readings can be large; an effect the other way counts as inactive or inconclusive. Potency is read from the fitted curve at half-maximal effect. This is a subset; the hit share may differ from the screen's.

Preview, two compounds:
SMILES	APE1 inh	BLM helicase inh	POLK inh	BAZ2B block	JMJD2A Tudor inh	POLB inh	G9a block	POLI inh	Pol eta inh
COc1cc(-c2c(-c3ccsc3)sc3ccccc23)cc(OC)c1OC	8%	/	-3%	10%	-9%	/	0%[0.501 µM]	10%	-3%
Cc1ccc2oc(C(=O)N(Cc3ccc(N(C)C)cc3)C3CCS(=O)(=O)C3)c(C)c2c1 (stereo unspecified)	4%	-11%	-6%	11µM*	20µM*	7%	25µM*	13%	-24%

Results, from the start:
SMILES	APE1 inh	BLM helicase inh	POLK inh	BAZ2B block	JMJD2A Tudor inh	POLB inh	G9a block	POLI inh	Pol eta inh
COc1cc(-c2c(-c3ccsc3)sc3ccccc23)cc(OC)c1OC	8%	/	-3%	10%	-9%	/	0%[0.501 µM]	10%	-3%
Cc1ccc2oc(C(=O)N(Cc3ccc(N(C)C)cc3)C3CCS(=O)(=O)C3)c(C)c2c1 (stereo unspecified)	4%	-11%	-6%	11µM*	20µM*	7%	25µM*	13%	-24%
COc1ccc(C(=O)NC2CCCc3ccccc32)cc1Br (stereo unspecified)	10%	-12%	4%	-2%	-5%	10%	17%	116%[activator]	-4%
CCC(C)NC(=O)Cn1cnc2sc(C)cc2c1=O (stereo unspecified)	-3%	0%	-10%	-21%	-17%	17%	17%[12.7 µM]	-1%	-17%
CC(OC(=O)c1nc(-c2ccccc2)n(-c2ccccc2)n1)C(=O)Nc1cc(Cl)cc(Cl)c1 (stereo unspecified)	-3%	-10%	-14%	48%[activator]	-18%	3%	?	10%	-4%
Cc1ccc(C)c(N(CC(=O)NC(C)(C)C)C(=O)CNC(=O)c2cccs2)c1	5%	-1%	-3%	-9%	-7%	1%	/	50%[activator]	-19%
O=C(CC1C(=O)NCCN1CC1CCCCC1)NC1(c2ccccc2)CC1 (stereo unspecified)	23%	-2%	-3%	3%	-8%	10%	/	14%	-9%
O=C(CN1CCCCC1)c1c[nH]c2ccccc12	1%	-9%	2%	45%[activator]	11%	58%	/	24%	-17%
CCn1c(C(=O)Nc2ccccc2C(=O)OC)cc2sc(Cl)cc21	/	-8%	11%	8%	41%[activator]	22%	25%[59 µM]	9%	-24%
Cc1[nH]n(-c2ccc([N+](=O)[O-])cc2)c(=O)c1C=NCCc1c[nH]c2ccccc12	14%	3%	-8%	6%	7%	33%	-12%[59 µM]	170%[activator]	-22%
CCONC(=O)Nc1ccccc1[N+](=O)[O-]	4%	4%	-18%	12%	-6%	3%[57.1 µM]	71µM*	12%	-7%
COc1ccc(NC(=O)Nc2cccc(-c3cn4cccnc4n3)c2)cc1	/	-26%	0%	-16%	-12%	?	0%[59 µM]	-9%	-24%
COc1cccc(CNC(=O)Cc2c(C)c3c(cc(C)c4c(C)c(C)oc43)oc2=O)c1	/	0%	9%	-8%	-15%	36%	-2%[59 µM]	9%	-6%
CSc1nc(-c2ccco2)nn1S(=O)(=O)c1ccccc1	-2%	1%	/	?	/	25%	20µM*	/	/
NS(=O)(=O)c1ccc(CCNc2nc3c(-c4cccc(F)c4)nnn3c3ccccc23)cc1	24%	-18%	-6%	-5%	4%	22%	?	10%	?
CNC(=O)Nc1cc(C(C)(C)C)no1	1%	1%	-14%	-3%	?	41%	-1%[59 µM]	11%	-5%
NC(=O)C12CCCC(Br)(CCC1)C2	-1%	0%	5%	-15%	-15%	-14%	-3%	-16%	13%
Cc1ccc(C(=O)OCC(=O)Nc2cc(S(=O)(=O)N3CCOCC3)ccc2C)cc1	-3%	-2%	-10%	/	-7%	4%	6%	34%[activator]	-3%
CCC(C)c1ccc(S(=O)(=O)N2CCN(C(=O)COc3ccc4c(C)cc(=O)oc4c3)CC2)cc1 (stereo unspecified)	18%	-1%	-2%	-10%	1%	?	-49%	2%	-16%
Cc1ccc(C(=O)NCCCn2ccnc2)cc1[N+](=O)[O-]	2%	0%	-2%	-6%[57.1 µM]	-19%	8%	-1%[59 µM]	6%	2%
CCOC(=O)C/C(C)=N/NC(=O)C1CC1(c1ccccc1)c1ccccc1 (stereo unspecified)	-6%	-3%	-10%	7%	-25%	0%[57.1 µM]	-2%	-8%	-18%
CC[C@]12c3[nH]c4cc(-c5ccco5)ccc4c3CCN1C(=O)[C@@H](CC(=O)NCCc1ccccn1)C[C@@H]2C(=O)N1CCN(C(=O)C2CC2)CC1	28%	/	13%	/	-21%	/	/	?	-14%
CC(=O)c1cccc(NC(=O)CN2CCN(S(=O)(=O)/C=C/c3ccccc3)CC2)c1	18%	/	-4%	8%	0%	/	-1%[12.7 µM]	0%	-12%
COc1ccc(NC(=S)N2CCCN(Cc3cccc(Cl)c3)C2)cc1	-3%	-5%	-2%	?	?	-14%	12%[59 µM]	25%	-8%
O=C(CNC(=O)c1ccccc1)OCc1cc(=O)n2ccsc2n1	/	0%	0%	-2%	-20%	-10%	9%[59 µM]	2%	-3%

Single records, from the list above. Values in the order: APE1 inh | BLM helicase inh | POLK inh | BAZ2B block | JMJD2A Tudor inh | POLB inh | G9a block | POLI inh | Pol eta inh
`COc1cccc(CNC(=O)Cc2c(C)c3c(cc(C)c4c(C)c(C)oc43)oc2=O)c1` is listed as / | 0% | 9% | -8% | -15% | 36% | -2%[59 µM] | 9% | -6%
`Cc1ccc(C)c(N(CC(=O)NC(C)(C)C)C(=O)CNC(=O)c2cccs2)c1` is listed as 5% | -1% | -3% | -9% | -7% | 1% | / | 50%[activator] | -19%
`CC[C@]12c3[nH]c4cc(-c5ccco5)ccc4c3CCN1C(=O)[C@@H](CC(=O)NCCc1ccccn1)C[C@@H]2C(=O)N1CCN(C(=O)C2CC2)CC1` is listed as 28% | / | 13% | / | -21% | / | / | ? | -14%

Other structures follow:
SMILES	APE1 inh	BLM helicase inh	POLK inh	BAZ2B block	JMJD2A Tudor inh	POLB inh	G9a block	POLI inh	Pol eta inh
Cc1cc(C)c(NC(=S)N(CCc2ccncc2)C(C)C)c(C)c1	-6%	5%	13%	5%	-18%	-2%	52%[activator]	22%	-5%
CNC(=S)Nc1ccc(OCc2ccccc2)cc1	5%	-4%	7%	-35%	-19%	34%	-44%	-8%	2%
O=C(c1ccc(NC(=S)Nc2ccc(Cl)c(Cl)c2)cc1)N1CCCC1	1%	-4%	-4%	-27%	2%	18%	23%[59 µM]	141%[activator]	-19%
CCC(c1nnnn1CCc1ccccc1)N1CCN(C(=O)c2ccco2)CC1 (stereo unspecified)	?	0%	0%	50µM*	-19%	22%	50µM*	20%	-12%
Cc1ccc(C)c(N2CCN(C(=O)CCc3nc(-c4ccccc4)no3)CC2)c1	22%	/	9%	/	-4%	/	/	-1%	-19%
COc1ccc(OC)c(CNC(=O)C2CCN(S(=O)(=O)N3CCCCC3)CC2)c1	49%[activator]	1%&2%	11%	-17%&4%	-11%&-3%	-26%&42%	19%	38%&32%[activator]	-9%&-1%
Cc1ccc(NC(=S)NCC2CCCO2)cc1 (stereo unspecified)	-1%	-4%	-13%	-8%	-18%	-3%	-5%	0%	-12%
CS(=O)(=O)N1CCN(C(=O)c2ccc(-c3ccccc3)cc2)CC1	0%	1%	2%	-3%	2%	5%	47%[59 µM]	11%	-13%
Cc1nn(Cc2ccc(Cl)c(Cl)c2)c(C)c1NC(=O)c1cc(-c2ccco2)on1	-1%	-20%	-24%	-24%	-15%	45µM*	16µM*	12%	-4%
CC(C)(C)OC(=O)N(Cc1ccccc1)Cc1cccc(OCc2cccc(NC(=O)C3CC3)c2)c1	/	/	-5%	/	-22%	/	/	-16%	-14%
CCOC(=O)/C(N=Nc1sc(C(=O)OCC)c(C)c1C(=O)OCC)=C(\C)O	2%	-1%	/	-10%	/	1%	-9%[59 µM]	/	/
CCc1nc(N[C@@H](CC(C)C)C(=O)O)c2oc3ccccc3c2n1	17%	-2%	-1%	-39%	-6%	33%	7%[0.501 µM]	-2%	1%
CC(C)(C)OC(=O)NC(CCNC=C1C(=O)OC(C)(C)OC1=O)C(=O)O (stereo unspecified)	19%	0%	0%	13%	-16%	1%	?	38%[activator]	-11%
Cc1nn(Cc2ccccc2)c(Cl)c1C(=O)NCc1ccco1	-6%	-4%	-7%	-32%	-33%	-7%	-32%	88%[activator]	-5%
O=C(COc1ccc(Br)cc1)NCc1ccccn1	2%	-3%	-9%	-4%	-8%	0%	-10%	-9%	4%
CCOC(=O)c1c(C=O)c(C)n(Cc2ccccc2Cl)c1C	0%	-5%	-8%	?	?	4%	-33%[59 µM]	1%	-4%
COc1ccc(NC(=O)Nc2ccc3c(c2)C(=O)N([C@@H](C)CO)C[C@@H](C)[C@@H](CN(C)CC2CCCCC2)O3)cc1	7%	/	11%	/	-21%	/	/	23%	-11%

As entered above.
Entry for `CNC(=S)Nc1ccc(OCc2ccccc2)cc1` in APE1 inh: 5%
Entry for `COc1cccc(CNC(=O)Cc2c(C)c3c(cc(C)c4c(C)c(C)oc43)oc2=O)c1` in G9a block: -2%[59 µM]
Entry for `CC(=O)c1cccc(NC(=O)CN2CCN(S(=O)(=O)/C=C/c3ccccc3)CC2)c1` in G9a block: -1%[12.7 µM]
Entry for `NC(=O)C12CCCC(Br)(CCC1)C2` in JMJD2A Tudor inh: -15%

High-throughput results deposited in PubChem BioAssay by National Center for Advancing Translational Sciences (NCATS).
